Screens: PubChem BioAssay, National Center for Advancing Translational Sciences (NCATS)
SW480 rereplic: induces DNA re-replication in SW480 colon adenocarcinoma cells; SW480 DNA re-replication, Hoechst DNA content imaging, 48 h; Potency, µM (titrated, usually from 46.1 µM), inactives show top-dose re-replication activation, actives largely listed as activators; 340,000 compounds, 1.8% hits; AID 624297; also: potency is read from the fitted curve at half-maximal effect; % of control where 0% means no effect; nearly all actives have a fitted effect of over 55% in size
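SW480 cells exposed to compounds for 48 hr at 37 C, 5% CO2, then Hoechst-stained 40 min. Nuclear DNA content imaged by fluorescence scanning (405 nm excitation, 500-530 nm emission); re-replication scored as increased high-intensity nuclei.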
KB-3-1 tox: kills parental KB-3-1 adenocarcinoma cells | KB-3-1 viability, CellTiter-Glo ATP luminescence, 72 h | Potency, µM (doses to about 46.1 µM), inactives show at the highest dose activity change, negative = cytotoxic, usual class: cytotoxic | 400,000 compounds, 1.4% hits | AID 1347075; also: potency is read from the fitted curve at half-maximal effect; % is scaled to controls: 0 for no effect and ±100 for the full control effect; nearly all actives have a fitted effect of over 60% in size
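Cytotoxicity measured as CellTiter-Glo luminescence after 72 h at 37 C. Compound titrations were pinned onto drug-naive KB-3-1 parental adenocarcinoma cells grown in DMEM with 10% FBS, and normalized data fitted to concentration-response curves.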
ATXN viability: cell viability loss in ATXN counter-screen; AID 651635; S2 cells (HEK-293 line with an ATXN2-luciferase reporter) viability, CellTiter-Fluor protease fluorescence, 24 h; Potency, µM (series often up to 56.7 µM), hits mostly cytotoxic; 400,000 compounds, 0.49% hits; also: potency is read from the fitted curve at half-maximal effect; nearly all actives have a fitted effect of over 40% in size
HT1080 IDH1KD tx: kills HT-1080 cells with IDH1 knockdown; Potency, µM (highest dose often 46.1 µM), for inactives: at the highest dose activity, negative = toxicity, usual class: cytotoxic; 360,000 compounds, 2% hits; AID 686971; HT-1080 IDH1 knockdown viability, ATP luminescence, 48 h;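 also: potency is read from the fitted curve at half-maximal effect; 0% = DMSO wells and -100% = cell-free medium wells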
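After a 2 h attachment period, IDH1KD HT-1080 cells took pin-transferred compound for 48 h at 37 °C; ATP-based luminescence after 10 min room-temperature reagent incubation reported viability.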
MCF10A rereplic: induces DNA re-replication in MCF 10a normal breast cells. MCF 10A DNA re-replication, Hoechst nuclear intensity, 48 h. Potency, µM (highest dose often 46.1 µM), for the others: at the top dose activity, positive = re-replication, most hits filed as activators. 350,000 compounds, 2.9% hits. AID 624296; also: potency is read from the fitted curve at half-maximal effect; % of control where 0% means no effect; nearly all actives have a fitted effect of over 50% in size
ATXN2 expr inh: ATXN2 expression inhibition; Potency, µM (top dose mostly 57 µM), for inactives: at the top dose activity change, negative = inhibition, hits mostly inhibitors; 360,000 compounds, 0.72% hits; HEK-293 ATXN2-luciferase reporter, luminescence, 24 h; also: potency is read from the fitted curve at half-maximal effect; % is scaled to controls: 0 for no effect and ±100 for the full control effect; nearly all actives have a fitted effect of over 55% in size
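qHTS (up to 57 uM final) was run with 24 h compound exposure of reporter cells at 37 °C. Each well was multiplexed: SteadyGlo luminescence measured ATXN2-luciferase expression after a fluorogenic Gly-Phe-AFC viability readout (25 uM final).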
HT1080NT lethal: kills 2HG-producing HT-1080-NT fibrosarcoma cells; HT-1080-NT fibrosarcoma viability, CellTiter-Glo ATP luminescence, 48 h; Potency, µM (doses to about 46.1 µM), for the others: at the top dose activity, negative = less viability, most hits filed as cytotoxic; 360,000 compounds, 1.6% hits; AID 686970;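 also: NT is the 2HG producing partner of a matched IDH1 knockdown line; potency is read from the fitted curve at half-maximal effect; 0% = DMSO-treated cells and -100% = media-only wells without cells; nearly all actives have a fitted effect of over 55% in size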
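Viability by CellTiter-Glo luminescence after 48 h compound exposure at 37C of HT-1080-NT cells (750/well, RPMI, 5% FBS). % activity scaled between DMSO wells and medium-only wells, then curve-fitted and categorized by curve class.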
IL1B secr inh: inhibitors of inflammasome signaling (IL-1 beta secretion) | THP-1 LPS/ATP IL-1B secretion, AlphaLISA, 16 h; hits give low values | activity change, % at 57.5 µM | 360,000 compounds, 4.7% hits; in the data active = activity change below about -50%; inconclusive = mostly about -30% to -49%; also: % is scaled to controls: 0 for no effect and ±100 for the full control effect
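Secreted IL-1B measured by AlphaLISA bead assay after 16 h compound exposure of THP-1 cells; compounds (final up to 57.5 uM) added 1 h before LPS (250 ng/mL) and ATP (1.25 mM) stimulation; lower signal means less secretion.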
KB-V1 cytotox: kills drug-selected multidrug resistant KB-V1 cells. KB-V1 MDR cells viability, CellTiter-Glo, 72 h. Potency, µM (top dose mostly 46.1 µM), inactives show at the highest dose activity change, negative = cytotoxicity, actives largely listed as cytotoxic. 400,000 compounds, 3.4% hits; also: potency is read from the fitted curve at half-maximal effect; % is scaled to controls: 0 for no effect and ±100 for the full control effect; nearly all actives have a fitted effect of over 60% in size
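Luminescent ATP read-out (CellTiter-Glo, 10 min) measures survival of drug-selected KB-V1 MDR cells after 72 h, 37 degrees C compound exposure. Medium: phenol-red-free DMEM, 10% FBS. Values from fitted concentration-response curves.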
* hit, by the source's call; i = inactive; ? = inconclusive; nt = not tested or not shown; [ ] = another dose, or the depositor's remark. Unless noted, calls follow the shape of the dose curve; as a rule, active = well fitted curve in the direction sought with a large enough effect; inconclusive = small, poorly fitted or top-dose-only effect, or another doubt; inactive = no such curve, though single readings can be large; an effect the other way counts as inactive or inconclusive.

1: CCCNS(=O)(=O)c1cccn1-c1ncc(C(F)(F)F)cc1Cl
2: COc1cc(N)ccc1-c1cc2ccccc2oc1=O
3: CC(NC(=O)CN(C)Cc1cccc(F)c1)c1ccccc1 (stereo unspecified)
4: Cc1ccc(NC(=O)NC(=O)N(C(C)C)S(=O)(=O)c2ccc(C)cc2)cc1
5: Clc1ccc(Cn2ncc3c(NCc4cccnc4)ncnc32)cc1
6: COc1ccc(NC(=O)c2cc(S(=O)(=O)N3CCCCC3)cn2C)cc1Cl
7: Cc1ccc(-c2nn(-c3ccccc3)c3c2cnc2ccccc23)cc1C
8: Cc1c(NS(C)(=O)=O)c(=O)n(-c2ccccc2)n1C

screen / no.	1	2	3	4	5	6	7	8
SW480 rereplic	-14%	4%	-17%	-9%	1%	nt	nt	1%[9.22 µM]
KB-3-1 tox	5%	-20%	1%	7%	?	1%	3%	-12%
ATXN viability	i	i	i	i	i	i	i	i
HT1080 IDH1KD tx	-1%	3%	18%	21%	-19%	nt	nt	-29%
MCF10A rereplic	7%	-2%	3%	?	-1%	nt	nt	-4%
ATXN2 expr inh	-4%	nt	17%	-5%	-20%	0%	7%	1%
HT1080NT lethal	1%	1%	7%	6%	-21%	nt	nt	-4%
IL1B secr inh	2	14	-19	16	-7	nt	nt	0
KB-V1 cytotox	-13%	-7%	-6%	3%	?	11%	-1%	22%

9: CCNC(=O)C1(C)CCCN(C(=O)c2sc(-c3ccccc3)nc2C)C1 (stereo unspecified)
10: NCCCCc1cn(CC(=O)N2CCNCC2)nn1
11: OC[C@@H]1CN(Cc2cccs2)C[C@H](n2cnc3c(Nc4ccccc4)ncnc32)O1
12: COc1ccccc1NC1=C(Cl)C(=O)OC1OC(=O)c1ccco1 (stereo unspecified)
13: COc1cc2c(cc1OC)C(C)N(C(=O)Cc1ccc(C(F)(F)F)cc1)CC2 (stereo unspecified)
14: Cc1ccccc1-n1c(-c2csc3ccccc23)n[nH]c1=S
15: Cc1nn(Cc2ccccc2)c(Cl)c1C(=O)OC1CCOC1=O (stereo unspecified)
16: CC1CCCC(C)N1/N=C/c1ccc(C(=O)O)cc1 (stereo unspecified)

screen / no.	9	10	11	12	13	14	15	16
SW480 rereplic	nt	?	nt	?	1%	0%	3%	7%
KB-3-1 tox	0%	1%	0%	8%	-5%	3%	13%	11%
ATXN viability	i	i	i	i	i	i	i	i
HT1080 IDH1KD tx	11%	9%	-11%	?	4%	1%	17%	17%
MCF10A rereplic	nt	14%	nt	?	?	8%	-9%	-4%
ATXN2 expr inh	5%	3%	5%	-9%	-12%	20%	2%	7%
HT1080NT lethal	-1%	-1%	-21%	21µM*	-7%	-1%	18%	-4%
IL1B secr inh	11	2	8	-25	8	23	7	5
KB-V1 cytotox	2%	?	0%	13%	-8%	11%	28%	9%

17: COC(=O)CCCC1=CC2=C(c3ccccc3)C(=O)C(C)(OC(=O)C3CCCC3)C(=O)C2=CN1Cc1ccc(OC)cc1 (stereo unspecified)
18: CCc1nnc2c3ccccc3nc(Nc3ccc(F)c(Cl)c3)n12
19: CC(C)C(c1nnnn1CCc1ccccc1)N1CCC(C(N)=O)CC1 (stereo unspecified)
20: N#Cc1c(Nc2ccccc2C(F)(F)F)s[nH]c1=O
21: Cc1c[n+]([O-])ccc1[N+](=O)[O-]
22: FC(F)(F)c1cccc(NC(=S)Nc2ccc(Cl)c(Cl)c2)c1
23: CCOC(=O)N1CCN(C(=O)CNC(=O)c2nn(-c3ccc(OC)cc3)c(=O)c3ccccc23)CC1
24: CCc1ccc(NC(=O)C(C)Nc2ccc(S(=O)(=O)NC(C)=O)cc2)cc1 (stereo unspecified)

screen / no.	17	18	19	20	21	22	23	24
SW480 rereplic	-12%	nt	-142%[inhibitor]	?	14%	?	-3%	-4%
KB-3-1 tox	-5%	2%	-7%	-2%	-3%	?	3%	-5%
ATXN viability	i	i	i	i	i	i	i	i
HT1080 IDH1KD tx	-9%	nt	5%	?	0%	?	2%	5%
MCF10A rereplic	20%	nt	-1%	18µM*	142%	?	17%	-1%
ATXN2 expr inh	-7%	1%	10%	-9%	?	?	-9%	-12%
HT1080NT lethal	-8%	nt	7%	-25%	-1%	?	2%	5%
IL1B secr inh	-15	nt	-12	nt	32	-87*	2	-3
KB-V1 cytotox	-5%	?	20%	-14%	4%	24%	-26%	?

25: Clc1cccc(-c2ccc3ncnc(NCc4cccnc4)c3c2)c1
26: CC(C)(C)c1ccc(N2C(=O)CC(C/C=C/c3ccccc3)C2=O)cc1 (stereo unspecified)
27: CCC(C)(C)C1CCc2c(sc(NC(=O)c3ccccc3C(=O)O)c2C#N)C1 (stereo unspecified)
28: Cn1cccc1Cc1nnc(SCC(=O)NCC2CCCO2)n1CCc1ccccc1 (stereo unspecified)
29: Cc1c(CC(=O)O)c(=O)oc2c(C)c(OCc3ccccc3Br)ccc12
30: FC(F)(F)c1ccc(Cl)c(NC(=S)N/N=C/c2ccccc2Cl)c1
31: Cc1cccc(OCc2nnc(N)s2)c1
32: COc1ccc(S(=O)(=O)N2CCCCCC2)cc1NC(=O)CCNC(=O)c1ccc(Cl)cc1

screen / no.	25	26	27	28	29	30	31	32
SW480 rereplic	-15%	16%	15%	-6%	-4%	24%	-7%	nt
KB-3-1 tox	1%	3%	4%	1%	12%	2%	8%	-6%
ATXN viability	i	i	i	i	i	?	i	i
HT1080 IDH1KD tx	nt	6%	?	10%	4%	-29%	-3%	-4%
MCF10A rereplic	-25%	-2%	18µM*	-3%	6%	-1%	?	nt
ATXN2 expr inh	-16%	nt	14%	3%	3%	nt	17%	nt
HT1080NT lethal	nt	11%	?	6%	-2%	-9%	-7%	-18%
IL1B secr inh	nt	32	4	-19	-13	52	-3	-27
KB-V1 cytotox	-11%	17%	?	-27%	0%	?	-10%	-8%

Rewritten field by field: part of the list above.
23) CCOC(=O)N1CCN(C(=O)CNC(=O)c2nn(-c3ccc(OC)cc3)c(=O)c3ccccc23)CC1
  SW480 rereplic: -3%
  KB-3-1 tox: 3%
  ATXN viability: i
  HT1080 IDH1KD tx: 2%
  MCF10A rereplic: 17%
  ATXN2 expr inh: -9%
  HT1080NT lethal: 2%
  IL1B secr inh: 2
  KB-V1 cytotox: -26%
24) CCc1ccc(NC(=O)C(C)Nc2ccc(S(=O)(=O)NC(C)=O)cc2)cc1 (stereo unspecified)
  SW480 rereplic: -4%
  KB-3-1 tox: -5%
  ATXN viability: i
  HT1080 IDH1KD tx: 5%
  MCF10A rereplic: -1%
  ATXN2 expr inh: -12%
  HT1080NT lethal: 5%
  IL1B secr inh: -3
  KB-V1 cytotox: ?

The list goes on.
33: Oc1ccc(C[C@H]2CN([C@@H](Cc3ccc(O)cc3)CN3CCC[C@@H]3CN3C(=S)NC[C@@H]3Cc3ccccc3)C(=S)N2CCc2ccccc2)cc1
34: COc1cc(C2CC(=O)OC3=C2C(=O)CC(C)(C)C3)cc(OC)c1OC (stereo unspecified)
35: O=C1CCCN1CN(C(=O)c1ccc2c(c1)OCO2)c1cccc(Cl)c1
36: CCOC(=O)CN1C(=O)C(O)(C2CCc3ccccc3C2=O)c2ccccc21 (stereo unspecified)
37: CCCc1cc2c(cc1NC(=O)c1ccc(Br)cc1)OCO2
38: Oc1c(CN2CCCCC2)ccc2cccnc12
39: CCCCNC(=S)N1CCN(CC)CC1
40: C[C@H](CO)N1C[C@H](C)[C@@H](CN(C)S(=O)(=O)c2cccc(F)c2)OCc2cn(nn2)CCCC1=O

screen / no.	33	34	35	36	37	38	39	40
SW480 rereplic	nt	-6%	-20%	-5%	0%	5.2µM*	21%	nt
KB-3-1 tox	?	5%	7%	?	-12%	?	-1%	10%
ATXN viability	?	i	nt	i	i	?	i	i
HT1080 IDH1KD tx	?	24%	-2%	17%	?	3.3µM*	2%	2%
MCF10A rereplic	nt	-4%	11%	1%	?	112%	-4%	nt
ATXN2 expr inh	?	-20%	nt	-19%	-14%	?	3%	7%
HT1080NT lethal	?	9%	-5%	19%	?	2.1µM*	0%	4%
IL1B secr inh	?	-5	0	25	29	-98*	53	16
KB-V1 cytotox	-28%	5%	0%	-25%	5%	?	-9%	-16%

One compound at a time, from the list above:
`CCCc1cc2c(cc1NC(=O)c1ccc(Br)cc1)OCO2` in the list: SW480 rereplic: 0%; KB-3-1 tox: -12%; ATXN viability: i; HT1080 IDH1KD tx: ?; MCF10A rereplic: ?; ATXN2 expr inh: -14%; HT1080NT lethal: ?; IL1B secr inh: 29; KB-V1 cytotox: 5%
`Oc1ccc(C[C@H]2CN([C@@H](Cc3ccc(O)cc3)CN3CCC[C@@H]3CN3C(=S)NC[C@@H]3Cc3ccccc3)C(=S)N2CCc2ccccc2)cc1` in the list: SW480 rereplic: nt; KB-3-1 tox: ?; ATXN viability: ?; HT1080 IDH1KD tx: ?; MCF10A rereplic: nt; ATXN2 expr inh: ?; HT1080NT lethal: ?; IL1B secr inh: ?; KB-V1 cytotox: -28%

Later entries.
41: O=C(O)C(Cc1ccccc1)N1C(=O)/C(=C/C=C/c2ccco2)SC1=S (stereo unspecified)
42: COc1cccc(CNC(=O)[C@@H]2CCCN2)c1
43: CC(=O)c1ccc(NC(=O)Nc2nnc(N3CCCC(C)C3)s2)cc1 (stereo unspecified)
44: Cc1ccc(NS(=O)(=O)c2c(C)nc3sccn3c2=O)cc1C

screen / no.	41	42	43	44
SW480 rereplic	0%	nt	nt	-5%
KB-3-1 tox	-2%	1%	-1%	?
ATXN viability	?	i	i	i
HT1080 IDH1KD tx	9%	25%	nt	-6%
MCF10A rereplic	-5%	nt	nt	-9%
ATXN2 expr inh	1%	21%	4%	-20%
HT1080NT lethal	5%	13%	nt	-10%
IL1B secr inh	24	0	nt	17
KB-V1 cytotox	16%	-1%	-2%	-26%
